# PME-1 primary: blocks human protein phosphatase methylesterase 1; AID 2130; recombinant PME-1, FP-Rh probe fluorescence polarization; Q9Y570; 320,000 tested, 0.53% active; inhibition, % at 5.9 µM;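 active = inhibition above the campaign mean of all compounds plus 3 SD, cut at about 26% in these data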;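 also: competitive labeling of PME-1 active site by serine hydrolase directed probe; 0% = PME-1 with DMSO and 100% = wells lacking PME-1 enzyme; inhibitors block probe labeling so polarization falls and inhibition rises; many of its hits are not listed in these tables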
# GLD-1 TGE inh: GLD-1-TGE RNA interaction inhibition (C. elegans); AID 2280; purified GLD-1 + fluorescein TGE RNA, fluorescence polarization; 320,000 tested, 0.44% active; Q17339; inhibition, % at 5.96 µM;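 active = percent inhibition above a per-plate cutoff, the plate mean of test compounds plus 3 SD, cut at about 30% in these data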;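 also: 0% = DMSO wells with GLD-1 and probe and 100% = wells lacking GLD-1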
# GSTO1 counter: blocks human GSTO1 in RBBP9 counter-screen | AID 1974 | inhibition, % at 5.96 µM | P78417 | recombinant GSTO1, activity-based probe fluorescence polarization | 300,000 tested, 1.1% active;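 active = inhibition above the campaign mean inhibition plus 3 SD, cut at about 35% in these data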;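 also: 0% = GSTO1-1 with DMSO and 100% = wells lacking GSTO1-1 enzyme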
# MEX-5 binding: C. elegans MEX-5 TCR-2 RNA binding activity; activity score (negative = inhibition of binding), % at 10 µM; 300,000 tested, 0.38% active; AID 1832; MEX-5/FITC-TCR2 RNA binding, fluorescence polarization; stronger effect = lower value;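 active = inhibition past about -25% in most replicates, and total fluorescence under double the plate's negative control median, limit read from the data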;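 also: 0% = DMSO and -100% = 5 µM competing unlabeled TCR2 RNA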
# MCL1-BIM inh: MCL1-BIM-BH3 interaction inhibition (human). inhibition, % at 10.9 µM. 320,000 tested, 0.68% active. Q07820. GST-MCL1 / FITC-Bim-BH3 fluorescence polarization;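 active = inhibition above the mean inhibition of all tested compounds plus 3 SD, set per campaign, cut at about 40% in these data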;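 also: 0% = DMSO wells and 100% = unlabeled Bim-BH3 peptide control; higher means more loss of mP so more displacement of Bim peptide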
# Fam108B inh: Fam108B inhibition, counter-screen for RBBP9 inhibitors | recombinant Fam108B, FP-Rh probe fluorescence polarization | inhibition, % at 9.51 µM | 300,000 tested, 0.33% active | AID 1947;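 active = inhibition above the screen mean inhibition plus 3 SD, computed separately per campaign, cut at about 18% in these data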;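 also: inhibitors lower polarization as less probe binds the enzyme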
# TPT1 inh: blocks Candida albicans tRNA 2'-phosphotransferase; AID 1962; recombinant caTPT1, FP RNA substrate dephosphorylation; inhibition, % at 5 µM; 300,000 tested, 0.81% active;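 active = inhibition above the mean of all tested compounds plus 3 SD, set per screening campaign, cut at about 24% in these data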;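 also: plate controls were DMSO alone for no effect and ferristatin control at 100 nM for full effect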
# PAD4 inh: inhibitors of human PAD4. recombinant PAD4, RCA probe fluorescence polarization. inhibition, % at 6.36 µM. 330,000 tested, 0.41% active;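 active = percent inhibition above a cutoff equal to the mean of all tested compounds plus 3 SD, cut at about 15% in these data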;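 also: 0% = PAD4 with RCA probe and DMSO and 100% = probe without PAD4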
# Target sequence (Q9UM07 whole entry, looked up): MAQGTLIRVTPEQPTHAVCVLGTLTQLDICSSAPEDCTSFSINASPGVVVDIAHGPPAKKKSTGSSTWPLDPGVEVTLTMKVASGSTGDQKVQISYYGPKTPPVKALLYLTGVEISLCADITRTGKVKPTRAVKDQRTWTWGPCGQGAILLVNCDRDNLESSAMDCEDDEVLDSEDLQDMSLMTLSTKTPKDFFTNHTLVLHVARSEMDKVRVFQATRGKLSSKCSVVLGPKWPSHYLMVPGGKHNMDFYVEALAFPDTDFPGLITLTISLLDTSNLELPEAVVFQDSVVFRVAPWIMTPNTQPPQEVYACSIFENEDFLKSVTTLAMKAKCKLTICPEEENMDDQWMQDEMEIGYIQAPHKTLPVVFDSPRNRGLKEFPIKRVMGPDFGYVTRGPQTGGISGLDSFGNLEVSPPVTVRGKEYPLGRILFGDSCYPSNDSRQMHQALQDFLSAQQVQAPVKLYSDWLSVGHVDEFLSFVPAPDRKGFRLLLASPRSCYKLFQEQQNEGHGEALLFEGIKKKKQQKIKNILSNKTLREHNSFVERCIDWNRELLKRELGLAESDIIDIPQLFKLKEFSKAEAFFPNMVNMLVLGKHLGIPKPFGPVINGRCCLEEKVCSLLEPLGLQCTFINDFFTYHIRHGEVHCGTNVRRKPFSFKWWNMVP
# Bcl-xL primary: inhibitors of human Bcl-xL; Q07817; GST-Bcl-xL / FITC-Bim BH3 peptide fluorescence polarization; inhibition, % at 10.9 µM; 320,000 tested, 0.7% active; AID 2129;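 active = inhibition above the mean of all tested compounds plus 3 SD, cutoff set per campaign, cut at about 30% in these data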;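 also: 0% = DMSO wells and 100% = unlabeled Bim-BH3 peptide competitor; inhibitors lower millipolarization by displacing the labeled peptide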
# Target sequence (Q07817 whole entry, looked up): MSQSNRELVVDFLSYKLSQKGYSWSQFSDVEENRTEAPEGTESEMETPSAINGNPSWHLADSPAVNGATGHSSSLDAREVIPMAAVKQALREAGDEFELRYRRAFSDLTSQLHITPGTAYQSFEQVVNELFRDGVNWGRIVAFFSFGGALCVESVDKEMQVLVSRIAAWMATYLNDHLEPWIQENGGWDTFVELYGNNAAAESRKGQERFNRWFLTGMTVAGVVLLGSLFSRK
# Numbers without * were called inactive; nt = no result given. An excerpt. The share of hits here may be higher or lower than overall.
SMILES,PME-1 primary,GLD-1 TGE inh,GSTO1 counter,MEX-5 binding,MCL1-BIM inh,Fam108B inh,TPT1 inh,PAD4 inh,Bcl-xL primary
[O-]/C(=C(\C(=S)Nc1ccc(SC(F)F)cc1)[n+]1ccccc1)c1ccc(Cl)cc1Cl,-8,7,-11,1.5,9,-2,2,-2,1
COc1ccc(N2CCN(CCCNC(=O)CN3CCN(Cc4ccccc4C)C3=O)CC2)cc1,0,-5,14,1.0,18,0,-4,0,7
CC1CCCCC1NC(=O)CSc1nnc(COc2ccccc2Cl)o1 (configuration not stated),-1,3,5,-0.5,-3,-2,0,0,-3
Cc1oc(-c2ccccc2)nc1CS(=O)CC(=O)NC1CCCC1 (configuration not stated),5,8,-2,-0.8,5,-4,0,-5,3
COc1ccc(C(=O)NC2CCSc3ccccc32)cc1 (configuration not stated),-9,-2,1,1.2,0,-3,-3,3,2
CCOC(=O)C1CCCN(CCC(=O)Nc2cc(C)cc(C)c2)C1 (configuration not stated),-5,-2,10,0.6,0,-2,1,0,-1
CN(C)S(=O)(=O)c1ccc(Cl)c(C(=O)NNC(=O)Cc2nc3ccccc3n2C)c1,-3,13,nt,nt,9,nt,nt,-4,2
COc1ccccc1C(OC(=O)c1ccco1)C(=O)NC(C)(C)C (configuration not stated),2,2,6,0.8,0,1,2,-2,4
COc1ccc(C(=O)NC(CO)c2nnc(SCc3ccc(Cl)c(Cl)c3)n2C)cc1 (configuration not stated),9,1,3,-0.7,3,2,0,6,4
CS(=O)(=O)Nc1ccc2c(c1)ncn2CCc1ccccc1,-4,3,1,0.2,4,-5,2,1,3
CSc1ncccc1C(=O)Nc1nccs1,4,-9,2,1.0,-8,-6,1,1,-1
OCCNCc1cc(Br)ccc1OCc1ccccc1Cl,3,-1,2,-0.2,1,0,-4,-3,4
Cc1cc(NC(=O)c2cccs2)n(-c2ccccc2)n1,-5,2,1,0.4,1,0,2,-3,0
O=C(COC(=O)c1cc(Cl)ccc1O)NCC1CCCO1 (configuration not stated),-2,-1,5,-5.7,4,2,-3,7,6
O=C(Nc1ccnn1C1CCN(Cc2cccc(F)c2F)CC1)C1CCCC1,-2,-5,3,-0.3,6,3,-1,3,4
COc1ccc(/C=C/C(=O)NC(=S)Nc2ccc(S(N)(=O)=O)cc2)cc1,-16,0,0,-1.9,-2,-12,3,-4,2
O=C(N/N=C(\CC(=O)c1cccs1)C(F)(F)F)c1ccncc1,-3,2,-1,0.5,3,1,11,-4,0
O=C(NN=C1CCCC1)c1ccc(O)cc1O,0,-5,15,-0.5,13,-2,-2,1,4
CNC(=O)c1cc2c(cn1)[nH]c1ccccc12,7,1,-2,-0.6,8,0,-2,-2,9
COc1ccc(C(=O)CN2C(=O)C(C)(C)Oc3ccc(C(=O)N4CCCCCC4)cc32)cc1,6,4,5,-0.4,12,-4,-2,2,2
Cc1ccc(NC2OC(C(O)CO)C(O)C2O)cc1[N+](=O)[O-] (configuration not stated),-1,4,7,-2.5,1,2,-4,2,4
CC1CCCCC12NC(=O)N(CC(=O)Nc1ccc3c(c1)OCCCO3)C2=O (configuration not stated),3,0,nt,nt,0,nt,nt,0,-3
COc1ccccc1-c1nnc(SCC(=O)N2CC(C)CC(C)C2)o1 (configuration not stated),1,-3,2,1.4,-4,3,-2,-6,-1
COc1ccc(Cc2nc3ccc(C(=O)N(C)C(C)c4ccon4)cc3o2)cc1 (configuration not stated),-2,-12,0,1.0,12,4,0,7,3
COc1ccc(NC(=O)CCS(=O)(=O)c2cc3c(cc2C)NC(=O)CO3)cc1,6,-4,0,-2.2,2,1,-2,1,3
COC(=O)COc1ccc(-c2nccc(-c3ccc(Br)cc3)n2)cc1,-1,-5,5,-0.8,3,-6,-1,-1,7
Cc1ccccc1NC(=O)N1CCN(S(=O)(=O)c2ccccc2)CC1,-2,-6,11,0.4,1,8,2,-2,0
COC(=O)c1ccc(COc2ccc(-c3nnn(CC(=O)NC(C)(C)C)n3)cc2)cc1,9,2,-2,nt,23,-6,-3,-4,5
O=C(c1ccccc1Oc1ccccc1)N1CCN(c2ccccc2)CC1,-1,-3,-1,2.5,-1,-6,-4,-8,1
Oc1oc(-c2ccccc2Br)nc1C=Nc1ccc(Br)cn1,1,-6,-6,-1.8,1,4,0,5,-2
O=C(Cc1ccc(S(=O)(=O)N2CCOCC2)s1)NCCOc1ccccc1F,-1,1,-8,1.6,-8,5,5,-2,-8
CCOC(=O)c1cc(NC(=O)c2cnccn2)cc(C(=O)OCC)c1,-4,2,0,2.6,3,0,1,2,5
N/C(=N\OC(=O)CCC1CCCC1)c1ccc(Br)cc1,1,4,3,-3.2,2,4,0,-3,3
CSc1cccc(NC(=O)c2cc(S(=O)(=O)N3CCCC3)cn2C)c1,4,4,-1,0.9,-5,0,4,4,-2
COc1cccc(NC(=O)COC(=O)COc2ccccc2[N+](=O)[O-])c1,-6,-5,-2,-1.8,0,-2,6,0,0
NC(=O)NC(CC(=O)NCCc1ccccn1)c1ccccc1Cl (configuration not stated),-7,-3,0,3.3,3,4,-2,-4,0
O=C(COC(=O)c1nc(Cl)ccc1Cl)c1ccc(Cl)s1,-2,-5,7,-0.4,8,5,-3,-2,2
O=S(=O)(NN1CCOCC1)c1ccc(Br)s1,2,2,1,3.5,7,0,-2,-2,2
COc1ccc(Oc2ccc(N/C=C3/CCCC3=O)cc2)cc1,4,-6,2,-1.1,-9,4,2,-3,-3
Cc1cccc(-n2nnnc2SCC(=O)N(CC(C)C)c2c(N)n(CC(C)C)c(=O)[nH]c2=O)c1,-7,7,-1,-1.5,5,2,1,-2,2
COc1ccc(-n2c(SCC(=O)Nc3cc(C)on3)nc3ccccc3c2=O)cc1Cl,0,10,8,2.9,2,-4,-5,1,5
Cc1ccc(CSc2nn3c(=O)c(C)nnc3s2)cc1,0,6,4,-1.7,-8,2,-4,1,2
N=C1/C(=C\c2ccc(OC(=O)c3ccccc3Cl)cc2)C(=O)N=C2SC(N3CCOCC3)=NN12,5,-5,9,1.9,-1,1,15,2,-6
Cc1no[n+]([O-])c1COc1ccc(/C=C(\C#N)C(N)=O)cc1,-2,-3,4,1.8,7,1,-3,-2,3
Cc1c(OCC(=O)NCCCN2CCOCC2)ccc2c3c(c(=O)oc12)CCC3,-1,10,0,0.3,6,1,1,-2,7
COc1ccc(C(C(=O)NC2CCCC2)N(Cc2cccnc2)C(=O)Cc2cccs2)c(OC)c1 (configuration not stated),4,0,4,2.4,-4,1,-1,-7,-2
COc1ccc(Cc2nc(-c3cccc(C)c3)no2)cc1,-3,5,7,-1.4,3,-3,-3,-2,3
Cc1ccc(CNC(=O)c2ccc[nH]2)cc1,-5,4,10,0.5,2,6,0,-3,1
COc1cccc(CN(Cc2ccco2)S(=O)(=O)c2ccc(S(=O)(=O)NCc3ccccc3)cc2)c1OC,-48,1,-3,0.5,-2,-36,3,0,1
COc1ccc(C2C(C(C)=O)=C(O)C(=O)N2c2ccc(O)cc2)cc1 (configuration not stated),-2,2,0,-0.3,-3,1,0,-3,4
COc1cc(OC)c(OC)cc1/C=N/n1c(-c2n[nH]c3c2CCC3)n[nH]c1=S,-13,7,1,1.4,-11,-3,0,4,-19
COc1cccc(N2CCN(C(=O)c3cc4c(s3)CCCCC4)CC2)c1,9,-3,nt,nt,2,nt,nt,-2,6
COc1ccc(NC(=O)Nc2nnc(N3CCC(C)CC3)s2)cc1OC,20,-2,-1,-3.7,4,2,-2,-5,3
Cc1[nH]c2ccccc2c1C(=O)COC(=O)CCS(=O)(=O)c1ccccc1Cl,-5,1,8,0.8,14,-1,-4,-1,5
Fc1ccccc1NC(=S)NNc1ncc(C(F)(F)F)cc1Cl,-4,0,1,-4.1,7,-1,-4,-5,-1
O=S(=O)(c1cccs1)N1CN(Cc2ccco2)c2nc3ccccc3nc21,34*,140*,37*,-5.6,172*,28*,-31,77*,156*
CCO[C@@H]1OC(C(=O)N2CCOCC2)=C[C@H](c2cn(C(C)=O)c3ccccc23)[C@H]1CCCO,1,5,4,-5.2,9,2,-5,-2,1
COc1ccc(NC(=O)n2ncc3c(C)cccc32)cc1,-3,-2,2,-0.7,1,3,4,3,2
O=C(Cn1c(=O)n(CC2CCCO2)c(=O)c2ccccc21)c1ccc(Cl)c(Cl)c1 (configuration not stated),1,0,4,-0.6,2,-1,2,-3,-2
Cc1ccc(NC(=O)N2CCN(c3ncccc3C(F)(F)F)CC2)cc1,-2,1,2,4.3,1,1,0,-5,5

# A section from further up, as a working copy:
SMILES,PME-1 primary,GLD-1 TGE inh,GSTO1 counter,MEX-5 binding,MCL1-BIM inh,Fam108B inh,TPT1 inh,PAD4 inh,Bcl-xL primary
O=C(Cn1c(=O)n(CC2CCCO2)c(=O)c2ccccc21)c1ccc(Cl)c(Cl)c1 (configuration not stated),1,0,4,-0.6,2,-1,2,-3,-2
Cc1ccc(NC(=O)N2CCN(c3ncccc3C(F)(F)F)CC2)cc1,-2,1,2,4.3,1,1,0,-5,5

# Following part
SMILES,PME-1 primary,GLD-1 TGE inh,GSTO1 counter,MEX-5 binding,MCL1-BIM inh,Fam108B inh,TPT1 inh,PAD4 inh,Bcl-xL primary
CN(C)c1nc(NS(=O)(=O)c2ccc(Cl)cc2)nc(N(C)C)n1,0,-3,-4,2.4,2,-3,-3,2,5
CC(C)COc1cccc(C(=O)N(CC(=O)Nc2ccccc2C(F)(F)F)Cc2ccco2)c1,0,1,nt,nt,-1,nt,nt,-4,2
CCOC(=O)c1ccc(NC(=O)c2sc3nc(N4CCOCC4)c4c(c3c2N)CCCC4)cc1,0,1,-4,0.6,5,2,-2,-1,9
Cc1ccc2cc(CN(CCO)Cc3nnnn3Cc3ccc(F)cc3)c(=O)[nH]c2c1,-6,5,13,2.3,2,-1,-2,-1,8
O=C(/C(=C/O)N=Nc1ccccc1)c1ccc(Cl)cc1,3,-2,3,1.1,-1,1,0,-2,5
CCCN(CCC)C(=O)Cn1c(=O)n(CCC(=O)NCCc2ccccc2)c(=O)c2ccccc21,3,-1,5,-0.6,2,0,-4,-2,5
Cc1ccc(CNC(=O)CSc2nc3c(sc4ccccc43)c(=O)n2CCCN2CCCC2)cc1,1,-3,-1,-2.0,13,-2,-3,-3,1
CC(C)(C)[C@H]1C=C(C(=O)N2CCOCC2)O[C@@H](OCc2ccc(CO)cc2)C1,4,-4,5,-0.6,5,-3,-2,3,6
CCOC(=O)N1CCN(C(=O)COC(=O)c2ccccc2NCCO)CC1,-4,-1,0,-1.3,-4,-1,-2,-7,-7
COc1ccc(C2CC(C(F)(F)F)n3ncc(C(=O)Nc4cccc(O)c4)c3N2)cc1OC (configuration not stated),11,-1,-7,0.6,5,1,0,1,6
COc1cccc(NC(=S)NC2CC3CCCC(C2)N3CC(C)C)c1 (configuration not stated),0,-1,1,0.1,15,-2,-5,-4,7
CN(CC(=O)Nc1cccnc1)S(=O)(=O)c1cc(Cl)ccc1Cl,2,-3,1,0.8,5,6,-3,-3,0
COc1cccc(/C=N/n2c(-c3ccco3)nc3ccccc3c2=O)c1,-2,-3,-12,-3.1,1,5,5,-2,5
CC(=O)N(Cc1cccnc1)Cc1cc2ccc(C)cc2[nH]c1=O,3,-3,-4,0.1,11,-2,-6,1,11
Cc1cc(Br)ccc1NC(=O)CN(C)C(=O)CSCc1ccccc1,-8,6,-10,2.7,2,-2,0,4,-1
CCN(CC)S(=O)(=O)c1cccc(C(=O)Oc2cccc(NC(=O)c3cccs3)c2)c1,-31,4,0,0.3,3,-28,0,-4,3
CCCC1(c2ccccc2)NC(=O)N(CC(=O)Nc2sc(-c3ccccc3)cc2C(=O)OCC)C1=O (configuration not stated),2,2,4,0.1,6,-2,-2,-1,4
